SDO1 yeast rescue: restores growth of sdo1-depleted yeast | actives 0.21% (n = 140,000) | S. cerevisiae sdo1-depleted JHY4D growth rescue, OD600 30 h; stronger effect = higher value; pdr5 snq2 efflux-pump mutant strain | z-score at 10 µM;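 active = z-score above 3 at both the 24 hr and the 30 hr optical density reads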;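 note: z-score against mean and SD of all compound wells on the same plate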
Insulin prom inh: TRM-6 insulin promoter activity inhibition | AID 1273 | inhibition, % at 2 µM | actives 0.9% (n = 130,000) | TRM-6 cells (human fetal islet line), insulin promoter-eGFP reporter, imaging; reporter expression induced with tamoxifen;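 active = inhibition above the mean plus 3 SD, with well images judged a real hit on visual review, cut at about 60% in these data, passing the limit was not always enough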
SDO1 yeast rescue Rescue 24 h: second read-out of SDO1 yeast rescue, no call of its own (marks repeat the call); z-score; S. cerevisiae sdo1-depleted JHY4D growth rescue, OD600; measured here: growth rescue at 24 h;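 0 is the plate mean of compound wells and units are plate SD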
Numbers without * were called inactive; · = no result given; [ ] = remark or other dose. An excerpt; rates above refer to the full screens.

SMILES	SDO1 yeast rescue	SDO1 yeast rescue Rescue 24 h	Insulin prom inh
O=C(Cn1nc(C(F)(F)F)c2c1CCC2)NC1CCCCC1	-0.45	-0.79	8.3
Cc1cccc(N(C(=O)Cn2nnc(-c3ccc(F)cc3)n2)C(C(=O)NC(C)(C)C)c2ccncc2)c1 (stereo not given)	·	·	52.2
CCOc1ccc(S(=O)(=O)N2CCCCCC2)cc1	-0.53	-1	-48.6
C=CCNC(=O)c1cc(Cl)ccc1[N+](=O)[O-]	0.52	0.54	-10.8
Cc1ccc(-c2csc(NC(=O)C3CC(=O)N(Cc4ccco4)C3)n2)cc1 (stereo not given)	·	·	19.1
CCOc1cc(N2CCOCC2)c(OCC)cc1NC(=O)Cn1cnc2c(=O)n(C)c(=O)n(C)c21	·	·	-26.7
CC1SCC(=O)N(CC(=O)NCCc2ccccc2)C1=O (stereo not given)	·	·	-22.2
COc1ccc(-c2c(C(C)=O)c(C)n(C)c2C)cc1	0.39	-0.28	0.0
CCn1c(C)nc2cc(C(=O)NNC(=O)CCC3CCCCC3)ccc21	1.5	1.05	13.3
COc1ccc(C2C(C(=O)N3CCC(C)CC3)c3ccccc3C(=O)N2C)cc1 (stereo not given)	-0.21	-0.56	-300.0
COc1cccc(/C=N/NC(=O)CN2CC(c3ccccc3)CC2=O)c1OC (stereo not given)	0.09	0.7	28.6
CCN(CC)C(=O)C(=O)Nc1cc(C(F)(F)F)ccc1Cl	0.6	0.14	13.3
COc1cccc(Oc2ccc(C(F)(F)F)cc2N)c1	-0.34	-0.47	·
CCOc1cc2c(cc1OCC)C(C(=O)O)C(c1ccc(OC)c(O)c1)N(C)C2=O (stereo not given)	0.27	-0.39	·
CCOCCCNC(=O)/C(C#N)=C/c1ccc(-c2ccc(S(=O)(=O)N3CCOCC3)cc2)o1	0.34	0.7	34.4
CCC(C(=O)Nc1nc(C)cs1)c1ccccc1 (stereo not given)	-0.73	-0.77	22.7
CC(=O)Nc1ccc(NC(=O)CSc2ccccn2)cc1	1.4	1.05	-48.3
Cc1[nH]c2ccccc2c1CCN(Cc1cccnc1)C(=S)Nc1ccc(F)cc1	·	·	0.0
CCC1(CC)C(=O)C(C)(C)C(=O)OC1c1ccccn1 (stereo not given)	0.82	-0.04	42.9
O=c1c2ccccc2nc(/C=C/c2ccccc2)n1CCc1ccccc1	-0.38	0.23	·

Record cards, from the list above. Order of screens: SDO1 yeast rescue, SDO1 yeast rescue Rescue 24 h, Insulin prom inh
`O=C(Cn1nc(C(F)(F)F)c2c1CCC2)NC1CCCCC1` as listed: -0.45, -0.79, 8.3
`O=c1c2ccccc2nc(/C=C/c2ccccc2)n1CCc1ccccc1` as listed: -0.38, 0.23, ·

(next part)
SMILES	SDO1 yeast rescue	SDO1 yeast rescue Rescue 24 h	Insulin prom inh
Cc1cc([N+](=O)[O-])nn1CC(=O)N1c2ccccc2CC1C (stereo not given)	-0.39	-1.08	31.4
C/C(=N\N=c1/scc(C)n1Cc1ccco1)c1cccc([N+](=O)[O-])c1	-0.23	0.3	·
COc1ccc(Nc2nc(OC)nc(N3CCN(c4ccc(OC)cc4)CC3)n2)cc1	-0.19	-0.18	5.4
CC(=O)c1cc(-c2ccccc2)n(CC(=O)Nc2cccc(C)c2C)c1C	2.16	3.95	16.7
COc1cccc(/C(C)=N/Nc2ncc(Cl)cc2Cl)c1	-0.25	-0.6	-12.9
O=C(N=Nc1c(O)[nH]c2ccccc12)c1ccccc1NS(=O)(=O)c1cccs1	-0.26	-0.47	2.6
Cc1ccc(C(=O)CCC(=O)Nc2cccnc2)cc1C	0.01	-0.64	-176.9
CCC/C(O)=C1\C(=O)CC(c2ccccc2)CC1=NCCc1c(C)[nH]c2ccc(C)cc12 (stereo not given)	0.32	0.64	-31.7
O=C(N/N=C/c1ccc(OC(=O)c2cccs2)cc1)c1cccc(F)c1	-1.87	-0.58	30.0
CCn1c(SCC(=O)N2CCCc3ccccc32)nnc1-c1cccs1	-0.23	-0.45	42.9
O=C(Nc1ccccn1)c1ccco1	1.14	1.69	30.8
CCOc1cc(/C=N/NC(=S)Nc2ccccc2C(F)(F)F)ccc1OCC(=O)N1CCOCC1	-1.01	-0.6	6.7
Cc1cc(NC(=O)c2cc3n(n2)C(C(F)(F)F)CC(c2ccco2)N3)n(-c2ccccc2)n1 (stereo not given)	-0.48	-0.34	-229.7
COc1ccccc1NC(=O)/C(C#N)=C/c1c(C)nn(-c2ccc(F)cc2)c1Cl	-1.28	-0.64	·
CCOc1ccc(N(C(=O)Nc2ccccc2)C2=NCCC2)cc1	-1.97	-0.63	50.0
CN(C)S(=O)(=O)c1cccc(NC(=O)c2cc(-c3cccs3)nc3ccccc23)c1	1.24	1.73	-36.7
CN1C(=O)CC(C(=O)O)SC1=Nc1cccc(C(F)(F)F)c1 (stereo not given)	1.26[8.6 µM]	0.3	·
c1ccc(-c2nc3ccccc3nc2N2CCOCC2)cc1	-0.28	-0.55	27.3
Cc1ccc(N2CC(C(=O)Nc3cccnc3)CC2=O)cc1 (stereo not given)	1.38	0.3	36.7
COc1ccc(OC)c2sc(NC(=O)c3ccc(S(=O)(=O)N4CCOCC4)cc3)nc12	-1.02	-0.43	·

4 entries from above, ordered by formula weight, highest first:
SMILES	SDO1 yeast rescue	SDO1 yeast rescue Rescue 24 h	Insulin prom inh
Cc1cc(NC(=O)c2cc3n(n2)C(C(F)(F)F)CC(c2ccco2)N3)n(-c2ccccc2)n1 (stereo not given)	-0.48	-0.34	-229.7
CCOc1ccc(N(C(=O)Nc2ccccc2)C2=NCCC2)cc1	-1.97	-0.63	50.0
Cc1ccc(N2CC(C(=O)Nc3cccnc3)CC2=O)cc1 (stereo not given)	1.38	0.3	36.7
O=C(Nc1ccccn1)c1ccco1	1.14	1.69	30.8

Next part.
SMILES	SDO1 yeast rescue	SDO1 yeast rescue Rescue 24 h	Insulin prom inh
Clc1cc(Cl)c2nc(N3CCCCC3)sc2c1	-1.03	-0.14	·
N#CCC(=O)Nc1ccccc1C(=O)O	0.73	0.81	14.3
CC(=O)Nc1n[nH]c(-c2ccc(C)cc2)c1C	·	·	-5.3
CC(=O)c1ccc(NC(=O)C(C)NCc2ccc(Cl)cc2)cc1 (stereo not given)	·	·	-188.9
Cc1ccccc1NC(=O)CCn1c(=O)oc2ccccc21	0.35	0.11	·
Cc1nc2c(C)cccn2c1C(=O)c1ccccc1	0.03	-0.19	·
O=C(NCCCn1ccnc1)c1cccc(S(=O)(=O)Nc2ccccc2F)c1	0.25	-0.23	9.1
Cc1ccc(OCC(=O)c2cc(C)c(C)cc2C)c([N+](=O)[O-])n1	0.4	0.05	-15.6
Cc1cc(O)cc(O)c1C=NCc1ccco1	1.44	1.05	13.8
Clc1cccc(Cl)c1CSc1nnc(-c2sccc2-n2cccc2)o1	-0.23	-0.47	·
Cc1c(NC(=O)CC(=O)Nc2c(C)n(C)n(-c3ccccc3)c2=O)c(=O)n(-c2ccccc2)n1C	2.02	1.22	-36.4
COC(=O)C/C(O)=C(/N=Nc1cccc(C(F)(F)F)c1)C(=O)OC	·	·	8.6
COc1ccc(NC(=O)C(=O)NNC(=O)C(C)Oc2ccc(Cl)cc2Cl)cc1 (stereo not given)	·	·	25.0
CC(C)(CSc1nncn1/N=C/c1ccco1)NS(=O)(=O)c1ccc(Cl)cc1	0.32	0.54	·
COCCSc1ccccc1C(=O)Nc1ccc(Cl)cn1	0.74	0.36	·
COc1ccc(NC(=O)Cc2coc3cc(C)ccc23)cc1S(=O)(=O)N1CCOCC1	0	-0.24	·
O=C(COC(=O)c1cn(-c2ccccc2)nc1-c1ccccc1)c1ccc([N+](=O)[O-])cc1	-0.75	-0.87	·
CCn1c(C)nc2cc(C(=O)n3cc(C(=O)c4ccccc4O)cn3)ccc21	0.07	0.03	-233.3
OCCN1CCN(CCSc2ccccc2)CC1	0.09	-0.02	6.1
Cc1ccc(S(=O)(=O)NCCSc2nnnn2-c2ccc(C(N)=O)cc2)cc1	0.78	0.12	·
CN(C)NC(=O)C12CCC(C)(C(=O)O1)C2(C)C (stereo not given)	·	·	-20.0
CCOC(=O)CSc1nc2ccccc2c(=O)n1CCN1CCOCC1	0.18	0.25	-4.5
Cc1cccc(C)c1Nc1nnc(SCC(=O)NC(=O)c2cccn2C)s1	0.25	0.16	3.3
O=C(O)CONC(=O)c1cc(OCC(F)(F)F)ccc1OCC(F)(F)F	0.16	-1.25	-23.3
CCSc1nc(C)c(CCOc2cccc(C)c2)c(=O)[nH]1	·	·	56.2
Cc1cccc(-c2noc(Cc3ccc(Cl)cc3)n2)c1	-0.89	-1.62	36.4
c1cc(CNC23CC4CC(CC(C4)C2)C3)ccn1	·	·	13.3
CSc1nc(NCc2ccco2)c2sc3nc(C(C)C)c4c(c3c2n1)CC(C)(C)OC4	-0.2	0.99	·
CCOC(=O)c1c(NC(=O)CSc2nnc(CN3CCOCC3)n2C)sc2c1CCCC2	-0.35	-0.67	-93.8
Cc1cc(C)cc(C(=O)N2CCN=C2SCc2ccc([N+](=O)[O-])cc2)c1	0.66	0.94	-26.5

Random excerpt: 4 records from the list, in no set order.
SMILES	SDO1 yeast rescue	SDO1 yeast rescue Rescue 24 h	Insulin prom inh
O=C(O)CONC(=O)c1cc(OCC(F)(F)F)ccc1OCC(F)(F)F	0.16	-1.25	-23.3
CCOC(=O)c1c(NC(=O)CSc2nnc(CN3CCOCC3)n2C)sc2c1CCCC2	-0.35	-0.67	-93.8
Cc1cc(C)cc(C(=O)N2CCN=C2SCc2ccc([N+](=O)[O-])cc2)c1	0.66	0.94	-26.5
CSc1nc(NCc2ccco2)c2sc3nc(C(C)C)c4c(c3c2n1)CC(C)(C)OC4	-0.2	0.99	·

The listing continues:
SMILES	SDO1 yeast rescue	SDO1 yeast rescue Rescue 24 h	Insulin prom inh
CCCc1nc2oc3c(NCc4ccccn4)ncnc3c2c2c1COC(C)(C)C2	-1.02	-1.25	·
Fc1ccccc1/C=N/Nc1nc(N2CCCCC2)nc(N2CCCCC2)n1	·	·	0.0
O=C(CSc1nc2c(cnn2-c2ccc(F)cc2)c(=O)[nH]1)N1CCCc2ccccc21	-1.14	-0.99	7.1
CCNC(=O)OCC12CC3CC(CC(C3)C1)C2	-0.28	-1.04	·
Cc1nc(N2CCCCC2)sc1C(=O)c1cccc([N+](=O)[O-])c1	·	·	-58.8
CCOc1ccccc1NC(=O)C(=O)/C=C(\O)c1cc(OC)ccc1OC	-2.22	-1.42	-6.5
COc1ccc(-c2nnc(SCC(=O)c3ccc4c(c3)OCCO4)o2)cc1	·	·	53.3
Cc1c(C(=O)N(C)C)sc(NC(=O)c2cc([N+](=O)[O-])cc([N+](=O)[O-])c2)c1C#N	0.45	0.67	31.4
CC(=O)Nc1ccccc1-c1ccc(C)o1	-0.5	-0.56	-16.7
c1ccc(-c2nn3c(Cn4nnc5ccccc54)nnc3s2)cc1	-1.1	-0.86	-140.9
Cc1c(C(C)C)c(=O)n(-c2ccc(S(=O)(=O)NC(C)C)cc2)n1C	·	·	13.0
CCOC(=O)N1CCN(C(=O)C2CCN(Cc3ccc(O)c(OCC)c3)CC2)CC1	·	·	9.5
N#Cc1c(NC(=O)CSc2ncnc3c2cnn3-c2ccccc2Cl)sc2c1CCCC2	-0.22[8.1 µM]	0.19	·
Cc1cc(OC(=O)c2ccc(S(=O)(=O)N(C)C)cc2)cc(=O)o1	0.28	-0.54	57.1
Cn1nnnc1SCC(=O)Nc1cc(C(C)(C)C)nn1-c1ccccc1	0.43	-0.11	-35.7
O=C1c2ccccc2C(=O)N1CC1c2ccccc2CCN1C(=O)C1CCCCC1 (stereo not given)	-1.49	-1.54	-16.1
COc1cc([N+](=O)[O-])ccc1NC(=O)Cc1ccc(C)cc1	·	·	33.3
Cc1ccc(NC(=O)c2cncc(Br)c2)cc1S(=O)(=O)N(C)C	-0.4	-0.31	22.2
COc1ccc(-c2n[nH]c(=S)o2)c(OC)c1	0.96	0.81	1.8
C=CCN(c1ccccc1Cl)S(=O)(=O)c1cccc(C(=O)OCC(=O)N(C)C2CCS(=O)(=O)C2)c1 (stereo not given)	·	·	-50.0
O=C(COC(=O)Cc1ccsc1)NC(c1ccccc1)c1ccccc1	-0.03	0.06	·
Cc1cc(O)c(C(C[N+](=O)[O-])c2ccc(Cl)cc2)c(=O)o1 (stereo not given)	-0.79	-1.41	35.1
CCCN(CCC)CCCNC(=O)CCNS(=O)(=O)c1ccc(Br)cc1	1.43	0.37	-33.3
O=S(=O)(c1ccc(Br)cc1)c1nc(-c2ccccc2)oc1NCc1cccnc1	-0.78	-0.16	-51.6
COC(=O)C1(O)CC(CC(C)C)=NN1C(=O)c1ccccc1 (stereo not given)	0.1	0.51	13.0
O=C(NCC1CCCO1)NC1(C(F)(F)F)Oc2ccccc2O1 (stereo not given)	0.22	-0.39	-45.5
Cc1ccc(CNC(=O)CN2CCCC(C)C2)cc1 (stereo not given)	0.79	0.15	-18.6
O=C(Nc1ccccc1)c1[nH]ncc1[N+](=O)[O-]	-0.83	-1.31	9.9
O=C(COC(=O)c1cc(Br)ccc1Cl)NC(=O)NCc1ccccc1	-0.71	-0.15	18.8
O=C(c1ncn[nH]1)N1CCN(c2nc(-c3ccccc3)cs2)CC1	0.13	0.3	-95.2
O=S(=O)(C=C(c1ccccc1)c1ccccc1)c1ccccc1	-0.65	-0.4	·
CCOC(=O)C(C)Sc1cc(CS(=O)(=O)c2ccccc2)nc(-c2ccccc2)n1 (stereo not given)	-0.09	1.1	-20.0
Cc1ccc(C2=Nc3ccccc3N=C(c3ccc([N+](=O)[O-])cc3)C2)c(O)c1	-0.55	0.67	·
Cc1c(C(=O)N2CCCC2)sc(NC(=O)c2ccco2)c1C#N	0.4	0.85	-5.0
C=CCNC(=O)NC(=O)COC(=O)c1cccnc1SC	0.1	0.26	-25.0
O=C(O)c1ccc2cccc(Cl)c2c1O	0.61	0.49	-323.5
CCN(CC)C(=O)Oc1ccc(Cl)c2ccccc12	0.09	-0.07	-35.7
O=C(COC(=O)c1ccccc1Cl)NC(=O)NCc1ccccc1	-0.74	-0.84	-7.9

Bioassay records (PubChem BioAssay)
